Screening results from PubChem BioAssay.
RGS8-Gao – regulators of human RGS8-Galphao interaction; multiplexed bead flow cytometry, RGS8-Galphao binding; actives lie on both sides; response (percent of control binding), % at 10 µM; 0.34% of 220,000 active; AID 1423; in the data active means response below about 60% or above about 140%; inactive means in between;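 further: Galphao activated as the GDP aluminium fluoride complex binding bead-coupled RGS8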
Bcl-W Bim block – disrupts Bim peptide binding to human Bcl-W | Q92843 | bead-based flow cytometry | inhibition, % at 10 µM | 0.02% of 190,000 active | AID 952;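 further: 0% = bound tracer without compound and 100% = peptide blocker; higher means less fluorescent Bim peptide bound to Bcl-W beads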
Bfl-1 Bim block – human Bim-Bfl-1 interaction inhibition | Q16548 | Bead-based flow cytometry, Bim-Bfl-1 binding inhibition | inhibition, % at 10 µM | 0.12% of 190,000 active | AID 1008;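 further: 0% = wells without compound plus tracer and 100% = blocker peptide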
ABCG2 inh – blocks JC-1 efflux by human ABCG2 transporter. Q9UNQ0. IgMXP3 cells, flow cytometry. inhibition, % at 6.6 µM. 0.1% of 190,000 active;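 active means inhibition above 80%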;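 further: 0% = DMSO and 100% = nicardipine control wells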
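Measure – % inhibition of efflux relative to nicardipine and DMSO · Test system – ABCG2 IgMXP3 and barcoded ABCB1 CCRF-Adr cell mix · Control set – nicardipine as high control, DMSO as low control · Compound – one concentration, 6.6 µM final · Signal – flow cytometry of retained JC-1 fluorescence · Timing – 10 min exposure at 25 °C with rotation, no wash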
RGS4-Gao reg – modulates binding of RGS4 to human Galphao | 0.33% of 220,000 active | binding response (% of control), % at 10 µM | AID 1415 | P09471 | Multiplexed bead flow cytometry; actives lie on both sides; in the data active means binding response below about 49% or above about 150%; inactive means in between;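 further: fluorescent Galphao activated with aluminum fluoride binding bead-coupled RGS4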
Bim-Bcl-2 – disrupts Bim peptide binding to human Bcl-2; inhibition, % at 10 µM; Bead-based flow cytometry, Bim peptide-Bcl-2 binding; P10415; 0.06% of 190,000 active; in the data active means inhibition above about 40%; inconclusive means no clear call, values can overlap the other calls;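 further: 0% = no compound wells with probe peptide and 100% = reference peptide inhibitor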
ABCB1 block – human ABCB1 inhibition, ABCG2 as counter-screen; P08183; CCRF-Adr cells, JC-1 efflux, flow cytometry; inhibition, % at 6.6 µM; 0.067% of 190,000 active; AID 1326; in the data active means inhibition above about 40%;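 further: 0% = vehicle and 100% = reference inhibitor; higher value means more JC-1 retained so stronger ABCB1 efflux block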
Target sequence (P08183 whole entry, looked up): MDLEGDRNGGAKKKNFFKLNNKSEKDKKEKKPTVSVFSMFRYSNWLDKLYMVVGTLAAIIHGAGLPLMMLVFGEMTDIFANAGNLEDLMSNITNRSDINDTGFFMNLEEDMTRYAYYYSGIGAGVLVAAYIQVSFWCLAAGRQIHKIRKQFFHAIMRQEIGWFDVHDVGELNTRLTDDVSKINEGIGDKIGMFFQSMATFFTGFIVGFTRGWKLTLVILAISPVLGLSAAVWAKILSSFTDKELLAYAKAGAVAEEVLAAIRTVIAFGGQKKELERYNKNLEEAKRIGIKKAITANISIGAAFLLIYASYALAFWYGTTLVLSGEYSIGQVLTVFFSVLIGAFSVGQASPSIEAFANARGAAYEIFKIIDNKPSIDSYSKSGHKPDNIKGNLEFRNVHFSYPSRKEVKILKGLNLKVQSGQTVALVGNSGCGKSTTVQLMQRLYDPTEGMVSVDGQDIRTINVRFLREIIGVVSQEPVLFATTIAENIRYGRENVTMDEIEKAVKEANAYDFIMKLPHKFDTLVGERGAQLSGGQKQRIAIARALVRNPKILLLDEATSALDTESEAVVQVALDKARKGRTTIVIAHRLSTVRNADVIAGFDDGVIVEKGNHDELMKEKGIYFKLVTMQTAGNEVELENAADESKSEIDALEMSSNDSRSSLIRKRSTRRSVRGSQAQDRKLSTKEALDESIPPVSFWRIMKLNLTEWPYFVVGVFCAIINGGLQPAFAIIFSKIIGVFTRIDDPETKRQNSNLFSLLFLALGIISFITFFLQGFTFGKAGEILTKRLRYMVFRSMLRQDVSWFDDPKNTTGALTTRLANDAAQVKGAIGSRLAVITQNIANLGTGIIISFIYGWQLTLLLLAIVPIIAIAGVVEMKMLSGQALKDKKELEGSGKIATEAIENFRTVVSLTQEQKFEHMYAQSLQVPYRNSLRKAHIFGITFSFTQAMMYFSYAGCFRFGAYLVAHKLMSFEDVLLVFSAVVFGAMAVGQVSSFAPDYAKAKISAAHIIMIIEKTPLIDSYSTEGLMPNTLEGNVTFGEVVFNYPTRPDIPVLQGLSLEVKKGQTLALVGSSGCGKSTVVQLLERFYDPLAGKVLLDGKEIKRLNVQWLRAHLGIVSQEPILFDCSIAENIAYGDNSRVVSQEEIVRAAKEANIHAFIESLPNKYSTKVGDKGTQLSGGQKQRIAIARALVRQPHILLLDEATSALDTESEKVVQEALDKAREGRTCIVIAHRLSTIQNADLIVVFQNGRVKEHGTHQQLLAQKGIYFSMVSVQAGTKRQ
GSH fluor – compound fluoresces at 488/530 nm on GSH beads. GSH beads flow cytometry, compound fluorescence 488/530 nm; stronger effect = higher value. fluorescence (KMESF) at 10 µM. 0.25% of 190,000 active. AID 1776; in the data active means fluorescence above about 89;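 further: glutathione beads carrying GST-tagged Bcl family fusion proteins plus one bare bead set; values are compound well signal with DMSO vehicle wells as background; inactives centre near 16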
RGS7-Gao reg – human RGS7-Galphao interaction regulation | binding response (% of control), % at 10 µM | Multiplexed bead flow cytometry, RGS7-Galphao binding; actives lie on both sides | 0.35% of 220,000 active | P09471; in the data active means binding response below about 49% or above about 150%; inconclusive means no clear call, values can overlap the other calls; inactive means in between;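 further: fluorescent Galphao held in activated GDP-AlF4 state binding bead-coupled RGS7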
Bim-Bcl-XL – human Bim-Bcl-XL interaction inhibition; Q07817; Bim peptide-Bcl-XL binding, bead flow cytometry, fluorescence; inhibition, % at 10 µM; 0.04% of 190,000 active
Bcl-B Bim block – disrupts Bim peptide binding to human Bcl-B | inhibition, % at 10 µM | AID 951 | 0.073% of 190,000 active | bead-based flow cytometry | Q9HD36;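 further: 0% = tracer peptide without compound and 100% = reference inhibitor peptide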
* = called active by the depositor. Unless noted, no stated cut-off is given here; in the data, active means inhibition above about 40%.

Screening COc1ccc(-c2cc(C(F)(F)F)nc(SCC(=O)NCc3cccs3)n2)cc1OC returned RGS8-Gao 98, Bcl-W Bim block 1, Bfl-1 Bim block 2, ABCG2 inh 0, RGS4-Gao reg 98, Bim-Bcl-2 1, ABCB1 block -0.3, GSH fluor 9, RGS7-Gao reg 93, Bim-Bcl-XL -2 and Bcl-B Bim block 0.
For Cc1ccc(/C=N\n2c(-c3ccccc3)n[nH]c2=S)s1 the results were RGS8-Gao 101, Bcl-W Bim block 5, Bfl-1 Bim block 6, ABCG2 inh 21, RGS4-Gao reg 103, Bim-Bcl-2 -3, ABCB1 block 0.8, GSH fluor 12, RGS7-Gao reg 102, Bim-Bcl-XL 1 and Bcl-B Bim block -20.
COc1ccc(CCNC(=O)CN2C(=O)C3(OCCCO3)c3ccccc32)cc1OC was read as RGS8-Gao 101, Bcl-W Bim block -1, Bfl-1 Bim block -1, ABCG2 inh 4, RGS4-Gao reg 98, Bim-Bcl-2 4, ABCB1 block 1.0, GSH fluor 29, RGS7-Gao reg 102, Bim-Bcl-XL -4 and Bcl-B Bim block -7.
For C/C(=N\NC(=O)Cn1cnc2ccccc21)c1cccs1 the results were RGS8-Gao 101, Bcl-W Bim block -2, Bfl-1 Bim block -7, ABCG2 inh 6, RGS4-Gao reg 101, Bim-Bcl-2 -7, ABCB1 block 0.2, GSH fluor 9, RGS7-Gao reg 104, Bim-Bcl-XL -4 and Bcl-B Bim block -6.
Screening Cc1nn(-c2nnc(NC3CCCCC3)nn2)c(C)c1Br returned RGS8-Gao 102, Bcl-W Bim block 1, Bfl-1 Bim block 2, ABCG2 inh -6, RGS4-Gao reg 100, Bim-Bcl-2 0, ABCB1 block -1.3, GSH fluor 7, RGS7-Gao reg 100, Bim-Bcl-XL 0 and Bcl-B Bim block -3.
Screening Cc1ccc(C(C(=O)NC2CCCC2)N2CCCCC2)cc1 (configuration not stated) returned RGS8-Gao 103, Bcl-W Bim block 1, Bfl-1 Bim block -8, ABCG2 inh -2, RGS4-Gao reg 108, Bim-Bcl-2 -4, ABCB1 block -2.1, GSH fluor 19, RGS7-Gao reg 107, Bim-Bcl-XL -3 and Bcl-B Bim block -4.
CCN1CCN(C(=O)/C=C/c2ccc3c(c2)OCO3)CC1 was read as RGS8-Gao 107, Bcl-W Bim block 0, Bfl-1 Bim block -4, ABCG2 inh -1, RGS4-Gao reg 106, Bim-Bcl-2 -1, ABCB1 block -0.6, GSH fluor 11, RGS7-Gao reg 109, Bim-Bcl-XL -2 and Bcl-B Bim block -3.
`COCCC(=O)Nc1ccc2c(c1)CN(C(=O)CCSC)CC2` gave RGS8-Gao 105, Bcl-W Bim block -6, Bfl-1 Bim block -5, ABCG2 inh 8, RGS4-Gao reg 101, Bim-Bcl-2 -3, ABCB1 block 1.0, GSH fluor 13, RGS7-Gao reg 100, Bim-Bcl-XL -6 and Bcl-B Bim block -6.
For COc1ccc(-c2nc(N=Nc3ccc(O)cc3)n[nH]2)cc1 the results were RGS8-Gao 103, Bcl-W Bim block -1, Bfl-1 Bim block 2, ABCG2 inh 8, RGS4-Gao reg 101, Bim-Bcl-2 -1, ABCB1 block -0.3, GSH fluor 12, RGS7-Gao reg 102, Bim-Bcl-XL -3 and Bcl-B Bim block -2.
`C=CCOc1c(Cl)cc(CNn2cn[nH]c2=S)cc1OC` gave RGS8-Gao 97, Bcl-W Bim block -2, Bfl-1 Bim block 6, ABCG2 inh 2, RGS4-Gao reg 96, Bim-Bcl-2 1, ABCB1 block -0.3, GSH fluor 20, RGS7-Gao reg 100, Bim-Bcl-XL 1 and Bcl-B Bim block -48.
`O=[N+]([O-])c1ccc(C(O)CNC(=S)Nc2ccccc2)cc1` (configuration not stated) gave RGS8-Gao 99, Bcl-W Bim block -5, Bfl-1 Bim block -6, ABCG2 inh 9, RGS4-Gao reg 97, Bim-Bcl-2 -4, ABCB1 block -0.2, GSH fluor 14, RGS7-Gao reg 95, Bim-Bcl-XL -5 and Bcl-B Bim block -6.
Screening Cc1c(NC(=O)C(CC(=O)O)NCc2ccco2)c(=O)n(-c2ccccc2)n1C (configuration not stated) returned RGS8-Gao 102, Bcl-W Bim block 1, Bfl-1 Bim block -1, ABCG2 inh -2, RGS4-Gao reg 105, Bim-Bcl-2 13, ABCB1 block 0.2, GSH fluor 58, RGS7-Gao reg 100, Bim-Bcl-XL 0 and Bcl-B Bim block 8.
Screening CCOc1ncccc1C(=O)N1CCN(c2ccc(C(F)(F)F)cn2)CC1 returned RGS8-Gao 99, Bcl-W Bim block -5, Bfl-1 Bim block -9, ABCG2 inh 7, RGS4-Gao reg 98, Bim-Bcl-2 -7, ABCB1 block 0.9, GSH fluor 18, RGS7-Gao reg inconclusive, Bim-Bcl-XL -2 and Bcl-B Bim block -3.
For Cn1nc(C(=O)Oc2cc(=O)n(C)c3ccccc23)c2ccccc2c1=O the results were RGS8-Gao 101, Bcl-W Bim block 4, Bfl-1 Bim block 2, ABCG2 inh 0, RGS4-Gao reg 102, Bim-Bcl-2 -1, ABCB1 block 0.3, GSH fluor 15, RGS7-Gao reg inconclusive, Bim-Bcl-XL 0 and Bcl-B Bim block -1.
For COc1cc(OC)cc(-c2nnc(SCC(=O)N(Cc3ccccc3)C(C)(C)C)o2)c1 the results were RGS8-Gao 103, Bcl-W Bim block 1, Bfl-1 Bim block -11, ABCG2 inh 8, RGS4-Gao reg 104, Bim-Bcl-2 -9, ABCB1 block 2.9, GSH fluor 56, RGS7-Gao reg 99, Bim-Bcl-XL -6 and Bcl-B Bim block -9.
For CS(=O)(=O)N(CCc1ccccc1)CC(=O)N1CCN(c2ccccc2F)CC1 the results were RGS8-Gao 85, Bcl-W Bim block 4, Bfl-1 Bim block 2, ABCG2 inh 5, RGS4-Gao reg 72, Bim-Bcl-2 0, ABCB1 block 2.1, GSH fluor 41, RGS7-Gao reg 85, Bim-Bcl-XL 0 and Bcl-B Bim block 1.
For COc1ccc(CN(C(=O)CSc2nnc(-c3ccccc3F)o2)c2ccc(F)cc2)cc1 the results were RGS8-Gao 99, Bcl-W Bim block 5, Bfl-1 Bim block -8, ABCG2 inh 2, RGS4-Gao reg 99, Bim-Bcl-2 -3, ABCB1 block 0.5, GSH fluor 9, RGS7-Gao reg 95, Bim-Bcl-XL -2 and Bcl-B Bim block -5.
Screening Oc1ccc(-c2csc(Nc3cccnc3)n2)cc1 returned RGS8-Gao 97, Bcl-W Bim block -4, Bfl-1 Bim block -10, ABCG2 inh -5, RGS4-Gao reg 96, Bim-Bcl-2 -3, ABCB1 block -3.7, GSH fluor 27, RGS7-Gao reg 101, Bim-Bcl-XL -9 and Bcl-B Bim block -9.
N#Cc1c(C(F)(F)F)cc(C2CC2)nc1N1CCCC1 was read as RGS8-Gao 102, Bcl-W Bim block 0, Bfl-1 Bim block -10, ABCG2 inh 25, RGS4-Gao reg 95, Bim-Bcl-2 -4, ABCB1 block 1.9, GSH fluor 34, RGS7-Gao reg 98, Bim-Bcl-XL -2 and Bcl-B Bim block -7.
COc1ccc2[nH]cc(CCNC(=S)NC3CCCC3)c2c1 was read as RGS8-Gao 100, Bcl-W Bim block -4, Bfl-1 Bim block 8, ABCG2 inh -6, RGS4-Gao reg 98, Bim-Bcl-2 2, ABCB1 block -1.8, GSH fluor 19, RGS7-Gao reg inconclusive, Bim-Bcl-XL -1 and Bcl-B Bim block 0.
Screening Cc1cc(C)n(C(=O)CN2C(=O)COc3ccccc32)n1 returned RGS8-Gao 104, Bcl-W Bim block 0, Bfl-1 Bim block 0, ABCG2 inh 2, RGS4-Gao reg 108, Bim-Bcl-2 -2, ABCB1 block 0.6, GSH fluor 8, RGS7-Gao reg 103, Bim-Bcl-XL -2 and Bcl-B Bim block -4.
For COc1ccc2c(C)cc(SCC(=O)c3ccc4c(c3)OCO4)nc2c1 the results were RGS8-Gao 101, Bcl-W Bim block -1, Bfl-1 Bim block -3, ABCG2 inh 2, RGS4-Gao reg 90, Bim-Bcl-2 -2, ABCB1 block 0.1, GSH fluor 26, RGS7-Gao reg 98, Bim-Bcl-XL -4 and Bcl-B Bim block -7.
For CCNC(=O)NCc1c(C)c(C)n(Cc2ccccc2)c1-n1cccc1 the results were RGS8-Gao 103, Bcl-W Bim block 1, Bfl-1 Bim block 3, ABCG2 inh 3, RGS4-Gao reg 106, Bim-Bcl-2 -2, ABCB1 block 0.7, GSH fluor 15, RGS7-Gao reg 105, Bim-Bcl-XL 1 and Bcl-B Bim block 1.
For CN(C)S(=O)(=O)c1cccc(NC(=O)Cn2cnc3ccccc3c2=O)c1 the results were RGS8-Gao 97, Bcl-W Bim block 2, Bfl-1 Bim block 4, ABCG2 inh 1, RGS4-Gao reg 101, Bim-Bcl-2 1, ABCB1 block 0.3, GSH fluor 9, RGS7-Gao reg 101, Bim-Bcl-XL 0 and Bcl-B Bim block 0.

Some of these compounds in order of SMILES length, highest first:
For Cn1nc(C(=O)Oc2cc(=O)n(C)c3ccccc23)c2ccccc2c1=O the results were RGS8-Gao 101, Bcl-W Bim block 4, Bfl-1 Bim block 2, ABCG2 inh 0, RGS4-Gao reg 102, Bim-Bcl-2 -1, ABCB1 block 0.3, GSH fluor 15, RGS7-Gao reg inconclusive, Bim-Bcl-XL 0 and Bcl-B Bim block -1.
For COc1ccc(-c2nc(N=Nc3ccc(O)cc3)n[nH]2)cc1 the results were RGS8-Gao 103, Bcl-W Bim block -1, Bfl-1 Bim block 2, ABCG2 inh 8, RGS4-Gao reg 101, Bim-Bcl-2 -1, ABCB1 block -0.3, GSH fluor 12, RGS7-Gao reg 102, Bim-Bcl-XL -3 and Bcl-B Bim block -2.
Screening Cc1nn(-c2nnc(NC3CCCCC3)nn2)c(C)c1Br returned RGS8-Gao 102, Bcl-W Bim block 1, Bfl-1 Bim block 2, ABCG2 inh -6, RGS4-Gao reg 100, Bim-Bcl-2 0, ABCB1 block -1.3, GSH fluor 7, RGS7-Gao reg 100, Bim-Bcl-XL 0 and Bcl-B Bim block -3.

New compounds follow:
For O=[N+]([O-])c1ccc(N/N=C2\CC3CC=CC23)cc1 (configuration not stated) the results were RGS8-Gao 103, Bcl-W Bim block -1, Bfl-1 Bim block 0, ABCG2 inh 4, RGS4-Gao reg 96, Bim-Bcl-2 -4, ABCB1 block 0.0, GSH fluor 7, RGS7-Gao reg 100, Bim-Bcl-XL -1 and Bcl-B Bim block -1.
`Cc1ccc(C(OCC(O)CNC(C)c2ccccc2)c2ccccc2)cc1` (configuration not stated) gave RGS8-Gao 103, Bcl-W Bim block -5, Bfl-1 Bim block -7, ABCG2 inh 1, RGS4-Gao reg 99, Bim-Bcl-2 -3, ABCB1 block 1.1, GSH fluor 14, RGS7-Gao reg 100, Bim-Bcl-XL -4 and Bcl-B Bim block -6.
`COc1cccc(C2/C(=C(/O)c3cnn(-c4ccccc4)c3C)C(=O)C(=O)N2CCN(C)C)c1` (configuration not stated) gave RGS8-Gao 119, Bcl-W Bim block -11, Bfl-1 Bim block -5, ABCG2 inh 7, RGS4-Gao reg 104, Bim-Bcl-2 -17, ABCB1 block 0.4, GSH fluor 20, RGS7-Gao reg 105, Bim-Bcl-XL -13 and Bcl-B Bim block -7.
For NS(=O)(=O)c1ccc(CCNC(=O)CSc2cccs2)cc1 the results were RGS8-Gao 98, Bcl-W Bim block 1, Bfl-1 Bim block -8, ABCG2 inh 1, RGS4-Gao reg 100, Bim-Bcl-2 -6, ABCB1 block 0.4, GSH fluor 57, RGS7-Gao reg 99, Bim-Bcl-XL -2 and Bcl-B Bim block -5.
